Source: PubChem (several laboratories)
AHR act: activates the human aryl hydrocarbon receptor | P35869 | AHR-responsive luciferase reporter cells, luminescence | activation, % at 5 µM | 2.5% of 320,000 active; in the data active means activation above about 47%;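 further: 0% = vehicle wells and 100% = reference agonist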
CIT2-GFP yeast: yeast TOR pathway CIT2-GFP modulation. S. cerevisiae CIT2-GFP strain, flow cytometry, 3 h; 100 means same as DMSO wells. AID 2029. 0.065% of 320,000 active. GFP response vs DMSO, % at 10 µM;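 active means GFP response relative to DMSO above a set limit, near the screen mean plus 3 SD, cut at about 150% in these data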;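 further: ratio of well median GFP fluorescence to mean of DMSO wells on the plate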
procasp7 counter: counter-screen: procaspase-7 (human) activation. P55210. recombinant procaspase-7, Ac-DEVD-pNA absorbance 405 nm; D23A/D198A/D206A triple mutant, cannot self-cleave; scale: DMSO 0, 5 µM enzyme 100. activation, % at 8.5 µM. 0.093% of 330,000 active. AID 463210;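 active means percent activation above the screen-wide mean plus 3 SD, cut at about 25% in these data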
Target sequence (P55210 whole entry D23A/D198A/D206A): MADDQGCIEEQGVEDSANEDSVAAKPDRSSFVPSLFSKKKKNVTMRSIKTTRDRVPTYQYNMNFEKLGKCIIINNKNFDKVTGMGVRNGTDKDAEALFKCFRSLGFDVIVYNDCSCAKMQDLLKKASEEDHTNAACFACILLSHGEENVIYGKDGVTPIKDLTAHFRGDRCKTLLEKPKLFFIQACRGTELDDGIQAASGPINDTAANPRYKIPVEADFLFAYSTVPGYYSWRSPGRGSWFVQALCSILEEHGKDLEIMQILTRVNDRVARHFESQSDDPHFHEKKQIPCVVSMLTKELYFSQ
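Replicates: singlicate. Assay system: Procaspase-7 triple mutant (PC-7 D3A). Signal: 405 nm absorbance of p-nitroaniline. Times: 1 h preincubation, 2 h reaction. Buffer or medium: Zinc-free HEPES pH 7.4 with 300 mM NaCl, 0.01% Triton X-100. Also added: DEVD-pNA substrate. Benchmarks: DMSO wells as 0%, DMSO with 5 µM added PC-7 as 100%.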
MEP2-GFP yeast: yeast TOR pathway MEP2-GFP modulation. 0.51% of 330,000 active. GFP response vs DMSO, % at 10 µM. S. cerevisiae MEP2-GFP strain, flow cytometry GFP, 3 h; 100% = DMSO control level. AID 2016;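 active means GFP response versus DMSO above a set limit, roughly screen mean plus 3 SD, cut at about 180% in these data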;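 further: median GFP fluorescence of the barcode-gated MEP2-GFP cells per well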
proCasp3 act: activators of human procaspase-3 | activation, % at 8.5 µM | P42574 | 0.11% of 330,000 active | recombinant procaspase-3 D3A, Ac-DEVD-pNA absorbance 405 nm;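 active means activation above the mean of all tested compounds plus 3 SD, cut at about 21% in these data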;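 further: 0% = DMSO alone and 100% = DMSO wells spiked with extra 5 µM PC-3 D3A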
Target sequence (P42574 whole entry D9A/D28A/D175A): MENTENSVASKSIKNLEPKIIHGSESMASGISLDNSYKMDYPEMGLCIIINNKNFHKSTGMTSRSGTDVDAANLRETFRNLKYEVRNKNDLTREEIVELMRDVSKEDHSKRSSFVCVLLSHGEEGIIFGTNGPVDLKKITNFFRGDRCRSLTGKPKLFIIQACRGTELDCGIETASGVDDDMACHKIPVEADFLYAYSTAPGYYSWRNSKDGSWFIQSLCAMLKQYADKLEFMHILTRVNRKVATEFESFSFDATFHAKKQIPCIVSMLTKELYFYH
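Assay system – Procaspase-3 D3A mutant, all three cleavage aspartates alanine · Controls – DMSO-only low control, 5 µM PC-3 D3A high control · Schedule – 1 h compound preincubation, 2 h substrate hydrolysis at 25 °C · Signal – 405 nm absorbance of p-nitroaniline, reads at 0 and 120 min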
AGP1-GFP MLPCN: alters AGP1-GFP fluorescence in TOR pathway yeast screen; S. cerevisiae AGP1-GFP multiplex flow cytometry, 3 h; GFP as percent of DMSO wells; GFP response vs DMSO, % at 10 µM; 0.02% of 320,000 active; AID 2066;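 active means GFP response relative to DMSO above a set limit, near screen average plus 3 SD, cut at about 150% in these data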;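 further: median GFP channel fluorescence of the gated AGP1 strain per well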
LAP4-GFP MLPCN: alters LAP4-GFP fluorescence in TOR pathway yeast screen; S. cerevisiae LAP4-GFP multiplex, flow cytometry GFP, 3 h; median GFP as percent of DMSO wells; GFP response vs DMSO, % at 10 µM; 0.34% of 320,000 active; AID 2023;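 active means GFP response vs DMSO above a set limit, about the screen mean plus 3 SD, cut at about 150% in these data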
RPL19A TOR yeast: modulators of TOR pathway RPL19A-GFP in S. cerevisiae; S. cerevisiae RPL19A-GFP strain, flow cytometry, 3 h; stronger effect = lower value; 0.3% of 330,000 active; percent response vs DMSO, % at 10 µM; AID 2025;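 active means percent response vs DMSO below 50%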;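 further: median channel GFP fluorescence of the barcoded RPL19A-GFP strain; ratio of sample median GFP to plate DMSO average so 100% = DMSO; lower means less RPL19A-GFP as with rapamycin TOR inhibition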
Numbers without * were called inactive; · = not tested or not shown.

molecule	LAP4-GFP MLPCN	procasp7 counter	RPL19A TOR yeast	MEP2-GFP yeast	proCasp3 act	AGP1-GFP MLPCN	CIT2-GFP yeast	AHR act
CCOC(=O)c1c(C2CCN(C(=O)OCC)CC2)nc2ccccn12	91	6	103	93	8	102	103	-3
CCCCSC1=C(C#N)C(c2ccccc2C)CC(=O)N1 (configuration not stated)	87	-3	96	91	0	99	90	2
CCN(CC)C(=O)c1cc2c(=O)oc3ccccc3c2s1	111	3	102	102	5	96	96	5
CCS(=O)(=O)NCc1cn2c(C)csc2n1	98	13	101	101	-3	102	98	2
CCOC(=O)N1CCN(S(=O)(=O)c2ccc(C(=O)N(CCCN(C)C)c3nc4ccc(Cl)cc4s3)cc2)CC1	134	1	103	105	8	116	111	-7
CCOc1ccc(NC(=O)N[C@@H](Cc2ccccc2)C(=O)O)cc1	96	0	94	96	9	107	91	0
CCN1CCN(C(=O)c2cc3nc(-c4ccccc4)cc(C(F)(F)F)n3n2)CC1	92	3	90	87	2	90	97	-1
CCNC(=S)N1CCc2cc(OC)c(OC)cc2C1COc1ccccc1OC (configuration not stated)	96	5	100	99	-1	99	98	5
COC(=O)c1cc(C(=O)N2CCN(c3ccccc3OC)CC2)cc([N+](=O)[O-])c1	92	-2	90	95	4	94	·	1
O=S(=O)(N/N=C/c1ccccc1OCc1ccc(Cl)cc1)c1ccccc1	95	-10	101	104	2	103	100	8

Gathered by group: those above containing four or more nitrogen atoms (2)
molecule	LAP4-GFP MLPCN	procasp7 counter	RPL19A TOR yeast	MEP2-GFP yeast	proCasp3 act	AGP1-GFP MLPCN	CIT2-GFP yeast	AHR act
CCOC(=O)N1CCN(S(=O)(=O)c2ccc(C(=O)N(CCCN(C)C)c3nc4ccc(Cl)cc4s3)cc2)CC1	134	1	103	105	8	116	111	-7
CCN1CCN(C(=O)c2cc3nc(-c4ccccc4)cc(C(F)(F)F)n3n2)CC1	92	3	90	87	2	90	97	-1

Next results.
molecule	LAP4-GFP MLPCN	procasp7 counter	RPL19A TOR yeast	MEP2-GFP yeast	proCasp3 act	AGP1-GFP MLPCN	CIT2-GFP yeast	AHR act
COc1ccc(OCC(=O)NNC(=S)NC(=O)C2CCCCC2)cc1	170*	2	106	127	-8	104	116	0
Cc1noc2c1C(c1ccc(N(C)C)cc1)C1=C(CC(C)(C)CC1=O)N2 (configuration not stated)	106	6	106	108	0	100	108	2
CN(C)c1ccc(S(=O)(=O)N2CCCCC2)cc1NC(=O)COc1ccccc1F	98	4	101	99	2	103	117	1
CCN(CC)C(=O)Cn1cc(S(=O)(=O)CC(=O)Nc2cc(OC)ccc2OC)c2ccccc21	90	-2	100	100	2	101	95	3
Cc1ccc(S(=O)(=O)N2CCOC2CNC(=O)C(=O)NCCCc2ccccc2)cc1 (configuration not stated)	101	-5	91	98	-6	105	91	-2
O=C(Cc1c[nH]c2ccccc12)NCc1ccc2c(c1)OCO2	94	12	89	88	-2	·	88	21
CCN(CC)C(=O)c1ccc(N)cc1	97	6	106	103	8	104	101	-1
CCCOC(=O)c1ccc(Oc2c(-c3ccc(O)cc3O)n[nH]c2C)cc1	90	2	91	97	2	88	91	6
Cc1cc(O)c(NC(=O)c2ccc(Br)o2)cc1C	109	15	100	91	0	109	93	38
O=c1c2cc(NC(=S)NCc3cccnc3)ccc2nc2n1CCCCC2	97	-9	96	101	5	99	92	17

Retrieved by structure from the entries so far (two):
molecule	LAP4-GFP MLPCN	procasp7 counter	RPL19A TOR yeast	MEP2-GFP yeast	proCasp3 act	AGP1-GFP MLPCN	CIT2-GFP yeast	AHR act
Cc1noc2c1C(c1ccc(N(C)C)cc1)C1=C(CC(C)(C)CC1=O)N2 (configuration not stated)	106	6	106	108	0	100	108	2
CCOC(=O)c1c(C2CCN(C(=O)OCC)CC2)nc2ccccn12	91	6	103	93	8	102	103	-3

Continued.
molecule	LAP4-GFP MLPCN	procasp7 counter	RPL19A TOR yeast	MEP2-GFP yeast	proCasp3 act	AGP1-GFP MLPCN	CIT2-GFP yeast	AHR act
C=CCn1c(SCC(=O)c2cccs2)nc2sc(C)cc2c1=O	102	7	99	102	5	105	102	2
COC(=O)c1ccc(-c2noc(CN(Cc3ccccn3)CC3CCCO3)n2)cc1 (configuration not stated)	98	6	100	102	-3	96	102	1
Cc1ccc(CS(=O)Cc2ccc(C(=O)N3CCN(c4ccccn4)CC3)o2)cc1 (configuration not stated)	102	-3	97	95	-3	102	95	19
C[n+]1ccccc1/C=C/c1ccc([N+](=O)[O-])cc1	104	-2	102	117	13	100	101	2
O=C(CC12CC3CC(CC(C3)C1)C2)NCC(=O)OCc1cc(=O)oc2ccc3ccccc3c12	95	2	98	102	-9	91	96	7
COc1ccc(CCN(C(=O)/C=C/C(=O)O)C2CC(=O)N(c3ccccc3)C2=O)cc1 (configuration not stated)	93	-10	92	91	-9	95	88	0
COCCn1c(C)cc(C(=O)COC(=O)c2ccc3ncsc3c2)c1C	103	6	105	108	3	101	100	-6
Cc1ccc(O)c(N)c1	101	-18	98	96	-4	98	97	42
CC(=O)c1ccc(NC(=O)c2cccc(NC(=O)c3ccccc3)c2)cc1	86	-6	103	101	4	103	105	2
CC(=O)Nc1ccc(NC(=O)C(C)OC(=O)C2(c3ccccc3F)CCCC2)cc1 (configuration not stated)	93	-8	99	101	4	95	96	-1
Cc1n[nH]c(C)c1C(=O)CC1(O)C(=O)N(CCc2ccccc2)c2ccc(Br)cc21 (configuration not stated)	105	2	99	99	8	103	98	0
CC(=O)c1ccc2c(c1)c1ccccc1n2CC(C)C	99	-2	100	91	6	92	90	17
CC(=O)NNC(=O)c1nc(-c2ccccc2)c(C)o1	106	-3	98	100	4	106	98	-1
CSc1ncc(CN2CCN(CCC(C)C)C(CCO)C2)cn1 (configuration not stated)	110	6	102	106	5	107	105	2
COC(=O)c1ccc(N2CCC(C)CC2)c(N)c1	110	-3	99	103	1	97	94	-1
CCN(CC)S(=O)(=O)c1ccc(-n2c(=O)c(C(C)C)c(C)n2C)cc1	105	14	99	101	-6	104	100	-1
COc1ccc(C(=O)Nc2nnc(-c3cccs3)s2)cc1	99	6	98	107	-3	105	102	67*
O=C(CNC(=O)c1ccc(F)cc1)Nc1ccccc1C(F)(F)F	109	4	97	107	6	105	102	-1
C/C(CCc1ccc2c(c1)OCO2)=N\NC(=O)c1ccccc1	97	-3	105	101	3	104	105	1
COc1ccc(C(=S)N2CCCC2)cc1	96	6	95	96	-2	97	95	0
CCCc1cc(=O)oc2c3c(cc(OCC(=O)NCCN4CCOCC4)c12)OC(C)(C)CC3	105	5	97	109	-3	100	102	4
COc1ccc(N(CC(=O)Nc2ccc(C)cc2C)S(=O)(=O)c2c(C)n[nH]c2C)cc1	102	6	104	101	0	102	102	15
COc1ccc(C/C(C)=N/NC(=O)c2cccnc2)cc1	98	4	103	106	6	102	107	31
CCOc1ccc(CN2CCN(Cc3c(C)nn(CC)c3C)CC2CCO)cc1 (configuration not stated)	96	3	96	102	-3	94	95	4
CC1=CC(=O)C2=C(C)CC[C@@H]3[C@H](OC(=O)[C@H]3C)[C@@H]12	126	-8	92	86	3	84	92	-6
Cc1nc(C)c(C(=O)NNS(=O)(=O)c2ccccc2)s1	101	3	117	106	4	105	116	1
O=C(CCCOc1ccc(Cl)cc1Cl)N/N=C/c1ccco1	95	6	102	101	7	102	94	6
O=C(NCC(c1ccco1)N1CCCCC1)c1ccc(S(=O)(=O)Nc2ccccc2Cl)cc1 (configuration not stated)	90	-6	96	94	0	97	98	1
Cc1[nH]c(C)c(S(=O)(=O)N2CCCCC2)c1C(=O)N1CCCCC1	87	-12	94	81	6	95	99	-1
O=C(Cc1ccccc1F)NCC(c1ccco1)N1CCCCC1 (configuration not stated)	98	-14	94	98	-4	98	101	-1
Cc1cc(NC(=O)C2CC(=O)N(c3ccccc3Cl)C2)no1 (configuration not stated)	95	7	100	99	6	104	103	2
O=C(O)CN1C(=O)c2ccc(C(=O)c3ccccc3)cc2C1=O	87	5	97	106	-4	94	102	1
COc1ccc(/C=N/Nc2ncc(Br)cn2)c(OC)c1	90	9	97	102	13	97	92	10
O=C(CSc1ccc(Cl)cc1)Nc1cccc(-c2nc3ccccc3[nH]2)c1	113	8	101	188*	0	98	104	15
COCc1ccc(-c2c(-c3ccsc3)oc(=O)c3cc(OC)c(OC)cc23)cc1	98	-6	95	108	6	95	88	8
CCn1ccnc1CN(C)Cc1cn(-c2cc(C)ccc2C)nc1-c1ccccc1	101	-1	99	98	-4	101	102	8
O=c1cc(N2CCN(c3ccccc3)CC2)[nH]c(=O)n1C1CCCCC1	103	4	96	96	5	94	91	-1
O=C1C(Cc2ccccc2)Nc2ncnc(N3CCN(c4ccccc4)CC3)c2N1Cc1ccc(Br)cc1 (configuration not stated)	94	7	97	96	-2	103	101	0
O=C(c1ccc(S(=O)(=O)N2CCCCCC2)cc1)N1CCC(CN2C(=O)c3cccc4cccc(c34)C2=O)CC1	108	9	99	107	-1	·	107	0
CN(CC(=O)Nc1ccccc1Cl)C(=O)COC(=O)CCN1C(=O)C2CC=CCC2C1=O (configuration not stated)	96	0	90	91	11	98	92	-1
O=C1C2C3c4ccccc4C(c4ccccc43)[C@@H]2c2nc3ccccc3n21 (some centres not stated)	106	5	105	118	4	106	95	3
CC(=O)Nc1ccc(C(=O)Cn2c3[n+](c4c(F)c(F)ccc42)CCCCC3)cc1	89	2	94	91	-2	98	103	-1
Cc1ccc(NC(=O)C2CC2C)cc1S(=O)(=O)N1CCOCC1 (configuration not stated)	104	13	91	93	-1	104	96	5
